PMI act hi M6P – PMI (human) activation, high substrate | AID 1216 | coupled PMI enzyme assay, resazurin fluorescence, 20 min; active compounds read high; 1 = untreated enzyme, 0 = substrate-free blank | activation factor at 20 µM | P34949 | 190,000 compounds, 0.34% hits;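 active = activation factor of 2 or more at 20 µM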
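Test system: human phosphomannose isomerase with PGI, G6PDH, diaphorase coupling enzymes; Amount: PMI at 15 ng/mL final; Reagent: Mannose-6-phosphate 1.0 mM (near-saturating) plus 0.22 mM NADP+; Timing: 20 min, room temperature; Technique: resorufin fluorescence at Ex 544/Em 590 nm; Dosing: 20 µM single dose.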
SRC2 TRFRET art – counter-screen for PPARgamma SRC-2 recruitment agonists: TR-FRET artefact; active compounds read high; TR-FRET ratio at 8 µM; 200,000 compounds, 0.4% hits; in the data active = TR-FRET ratio above about 2000; also: inactives centre near 1500
PPARg SRC-2 ag – PPARgamma-driven SRC-2 recruitment agonism | P37231 | PPARgamma LBD-SRC-2 recruitment, biochemical | activation, % at 8 µM | 200,000 compounds, 0.34% hits; in the data active = activation above about 22%;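 also: 0% = vehicle and 100% = reference agonist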
Target sequence (P37231 whole entry, looked up, the tested form may be a part): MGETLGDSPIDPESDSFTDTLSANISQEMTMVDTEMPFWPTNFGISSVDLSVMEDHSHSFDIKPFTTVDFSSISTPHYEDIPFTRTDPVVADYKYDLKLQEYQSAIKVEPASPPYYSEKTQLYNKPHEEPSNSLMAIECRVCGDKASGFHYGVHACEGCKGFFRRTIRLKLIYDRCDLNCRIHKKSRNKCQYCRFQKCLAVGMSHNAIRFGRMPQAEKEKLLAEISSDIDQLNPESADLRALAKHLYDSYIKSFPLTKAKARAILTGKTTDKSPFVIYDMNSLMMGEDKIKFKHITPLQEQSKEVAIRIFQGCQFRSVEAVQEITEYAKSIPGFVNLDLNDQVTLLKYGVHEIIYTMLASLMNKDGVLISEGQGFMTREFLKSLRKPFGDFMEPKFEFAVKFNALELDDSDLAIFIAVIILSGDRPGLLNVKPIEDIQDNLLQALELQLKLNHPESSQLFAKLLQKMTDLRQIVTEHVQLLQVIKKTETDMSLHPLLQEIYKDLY
PPARg SRC-3 ag – agonists of human PPARgamma SRC-3 coactivator recruitment; P37231; biochemical PPARgamma/SRC-3 coactivator recruitment assay; activation, % at 8 µM; 200,000 compounds, 0.26% hits; AID 731; in the data active = activation above about 23%;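 also: 0% = DMSO and 100% = reference agonist; some compounds past the cut are filed as inactive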
Diaph inh CS – counter-screen for diaphorase-based assays: diaphorase inhibitors and chemical oxidizers; diaphorase resazurin-to-resorufin fluorescence, NADH, 16 min; bacterial (C. kluyveri) enzyme, not human; inhibition, % at 20 µM; 190,000 compounds, 0.69% hits; AID 1217;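 active = primary screen inhibition at 20 µM above a set limit, cut at about 50% in these data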;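 also: plate controls were DMSO with full reaction for no effect and wells lacking NADH for full effect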
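Assay system: diaphorase enzyme from Clostridium kluyveri. Quantity: enzyme working solution with 0.14 U/mL diaphorase. Schedule: reaction incubation of 16 min at room temperature. Technique: resorufin fluorescence, excitation 544 nm, emission 590 nm. Controls: No-NADH positive control and DMSO neutral control.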
PMI act – activators of human phosphomannose isomerase | activation factor at 20 µM | purified human PMI, coupled resazurin fluorescence, 20 min; active compounds read high; 1 = vehicle control, 0 substrate-free wells | P34949 | 190,000 compounds, 0.005% hits;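 active = activation factor of 2 or more at 20 µM, relative to plate controls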
G6PDH counter – L. mesenteroides G6PDH inhibition counter-screen; Purified L. mesenteroides G6PDH, diaphorase/resazurin coupled fluorescence, 45 min; AID 1020; inhibition, % at 5 µM; 200,000 compounds, 0.12% hits; in the data active = inhibition above about 50%
S1P3 antagonist – blocks the human S1P3 receptor; Q99500; CHO S1P3 NFAT-BLA reporter, FRET fluorescence, antagonist mode; inhibition, % at 4.98 µM; 170,000 compounds, 0.27% hits;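 active = inhibition above the plate cutoff, the mean inhibition of test wells on that plate plus 3 SD, cut at about 28% in these data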;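 also: cells challenged with S1P at its EC80 of 0.8 µM; blue over green emission ratio from cleaved BLA substrate after 4 h stimulation; 0% = S1P-stimulated wells and 100% = unstimulated DMSO-only wells; some compounds past the cut are filed as inactive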
Target sequence (Q99500 whole entry, looked up): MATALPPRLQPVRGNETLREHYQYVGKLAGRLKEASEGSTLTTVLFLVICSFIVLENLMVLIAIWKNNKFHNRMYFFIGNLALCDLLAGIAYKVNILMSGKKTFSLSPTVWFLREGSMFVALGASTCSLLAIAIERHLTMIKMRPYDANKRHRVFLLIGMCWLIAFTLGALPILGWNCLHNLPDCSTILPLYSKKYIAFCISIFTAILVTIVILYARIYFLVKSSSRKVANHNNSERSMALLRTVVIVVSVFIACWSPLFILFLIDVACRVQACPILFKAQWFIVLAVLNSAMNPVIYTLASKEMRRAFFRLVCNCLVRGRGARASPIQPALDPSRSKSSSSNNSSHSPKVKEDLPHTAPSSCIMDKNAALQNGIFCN
ROMK mod – human ROMK K+ channel modulation, primary screen. B-score at 10 µM. 130,000 compounds, 2% hits. Tet-inducible ROMK, thallium flux fluorescence; actives lie on both sides;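 active = signal ratio slope over the read window, or its plate-corrected B-score, at least 3 SD from the plate mean, either direction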;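 also: B-score of the F/F0 ratio slope over 7 to 12 s after thallium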
Diaphorase act – activates diaphorase or chemically reduces, flagging diaphorase assay artifacts | activation factor at 20 µM | 190,000 compounds, 0.005% hits | AID 1229 | Diaphorase/resazurin coupled assay, resorufin fluorescence, 16 min; active compounds read high; 1 = vehicle wells, 0 = NADH-free wells;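 active = diaphorase activity raised at least twofold by the compound at 20 µM; inactive = activation factor below 2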
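Material: purified diaphorase enzyme from Clostridium kluyveri; Also added: 0.114 mM NADH and 0.1 mM resazurin, final amounts; Doses: single compound dose of 20 µM, 1% DMSO final; Times: 16 min enzyme reaction, ambient temperature; Detection: resorufin fluorescence, excitation 544 nm, emission 590 nm; Measure: increased resorufin signal from activators or reducing compounds.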
PPARg SRC1 recr – promotes SRC-1 coactivator recruitment by human PPARgamma; activation, % at 8 µM; AID 631; PPARgamma-SRC-1 coactivator recruitment biochemical assay; 200,000 compounds, 0.41% hits; P37231; in the data active = activation above about 19%;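 also: 0% = DMSO and 100% = reference agonist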
The depositor's hits bear a star; · = not tested or not shown.

Below each compound – PMI act hi M6P	SRC2 TRFRET art	PPARg SRC-2 ag	PPARg SRC-3 ag	Diaph inh CS	PMI act	G6PDH counter	S1P3 antagonist	ROMK mod	Diaphorase act	PPARg SRC1 recr
CN(C)c1ccc(C=Nc2cnn(C)c2C(N)=O)cc1
    0.9	1723	4.5	-10.4	11.2	0.8	3.7	·	-0.934	0.9	3.2
CCN(CC)S(=O)(=O)c1ccc(Oc2ccccc2)cc1
    0.9	1476	-1.9	-4.0	16.1	0.9	-1.8	·	·	0.8	1.6
CC1CC(C)CN(S(=O)(=O)c2ccc(C(C)(C)C)cc2)C1 (centres undefined)
    1	1332	1.4	-1.0	3.3	1	2.2	-3.3	·	1	-8.4
O=[N+]([O-])c1nn(-c2ccc3c(c2)OCCO3)n(O)c1=NCc1ccccc1Cl
    0.9	1638	7.7	1.6	19.8	0.9	2.7	·	·	0.8	0.6
CCN(CC)C(=O)COc1cc(C)c(Cl)c(C)c1
    1	1437	9.8	0.4	4.6	1	0.7	·	-0.672	1	-0.8
COc1ccc(-c2nnc3n2N=C(C)CS3)cc1
    1	1650	2.2	4.9	0.5	0.9	5.2	·	·	1	2.0
CCCOc1ccc(C(=O)Nc2ccc(N3CCN(C(C)=O)CC3)cc2)cc1
    0.9	1438	2.8	10.5	11.3	0.9	-0.1	30.6	·	0.9	2.7
COc1c(C)cc(Br)cc1C(=O)Nc1ccc(N2CCN(S(C)(=O)=O)CC2)cc1
    0.9	1400	2.2	12.2	14.3	0.9	-27.9	6.8	·	0.9	-5.0
COC(=O)Cn1c(C)c(C(C)=O)c(C(C)=O)c1C
    1	1472	-5.0	-7.9	0.7	1	6.6	6.2	·	1	-2.5
O=C(NC1CCN(Cc2ccccc2)CC1)C(NS(=O)(=O)c1cccc2nsnc12)c1ccccc1 (centres undefined)
    1	1558	10.9	6.2	-7.3	1	6.5	2.2	-1.38	1.1	3.0
C=C(C)c1cccc(C(C)(C)NC(=O)N2CC(C)OC(C)C2)c1 (centres undefined)
    1	1518	0.4	-9.8	3.9	0.9	-3.9	-9.4	0.152	1	-6.0
O=[N+]([O-])c1ccc(OCCn2cnc3ccccc32)cc1
    1.1	1691	0.5	1.1	5.9	1	2.6	-3.7	-0.906	0.9	-1.3
COc1ccc(C(CCN)Cc2ccccc2)cc1 (centres undefined)
    1	1408	5.4	-7.0	-28.7	1	6.2	-9.6	-1.67	1.3	-5.6
N#Cc1cccc(-c2cn(S(=O)(=O)c3ccc(Cl)cc3)nc2N)c1
    1	1796	4.6	-6.8	23.4	1	2.8	-23.0	·	0.8	0.8
CCOC(=O)C1CCN(C(=O)C(C)N(c2ccc(Oc3ccccc3)cc2)S(C)(=O)=O)CC1 (centres undefined)
    1	1627	-5.9	-3.8	5.9	0.9	6.2	-11.3	0.661	0.9	-4.9
CCOc1ccc(C(=O)Nc2nc(C)cc(C)n2)cc1[N+](=O)[O-]
    1.1	1534	3.2	2.9	9.2	1.1	6.3	1.5	-1	0.9	-2.2
O=C1Cc2ccccc2N1c1c(Cl)cccc1Cl
    1.1	1442	-4.6	0.6	4.9	1	3.6	·	0.0833	1	-3.7
O=C(Nc1ccc(N2CCN(C(=O)c3ccco3)CC2)c(Cl)c1)c1c(F)c(F)c(F)c(F)c1F
    0.8	1715	-0.9	-12.2	17.3	0.9	-30.6	11.2	-0.0293	0.8	-3.7
COc1ccc(OC)c2[nH]c(=O)c(CCNC(=O)Cc3cccs3)cc12
    0.8	1559	1.9	0.0	15.3	1	12.0	-8.9	0.368	0.8	2.1
CC(=O)N1CCc2cc(Br)cc(S(=O)(=O)NCC3CCCO3)c21 (centres undefined)
    0.9	1706	3.7	-2.7	20.1	0.9	-2.8	-32.1	·	0.8	6.8
COc1ccc(NS(=O)(=O)c2ccc3oc(SC4CCOC4=O)nc3c2)cc1 (centres undefined)
    0.9	1419	3.2	-16.0	20.1	0.8	21.1	·	-0.08	0.8	-2.8
CC(=S)/C=C1\Sc2ccccc2N1C
    0.9	1597	15.7	5.2	15.5	0.9	-4.1	·	1.15	0.8	8.1
O=C(O)c1ccc(N2C(=O)C3C4c5ccccc5C(Br)(c5ccccc54)C3C2=O)cc1 (centres undefined)
    1	1683	-2.4	0.9	8.2	1	9.7	-5.8	1.46	0.9	5.3
N#CC1=C(SCc2ccccc2)NC(=O)CC1c1cccc(O)c1 (centres undefined)
    0.8	1585	2.6	-4.6	7.2	1	3.9	-20.7	·	0.9	1.6
COC(=O)c1cc(OC)c(OC)cc1NC(=O)c1cc(C)on1
    ·	1521	3.4	-3.4	·	·	·	22.2	·	·	-2.5
COc1cc(NC(=O)Cn2nnc(-c3ccncc3)n2)cc(OC)c1
    1	1459	5.6	4.0	3.9	1.2	5.2	-14.8	·	1	2.2
COc1ccc(NC(=S)NN2CCN(C)CC2)cc1OC
    0.9	1534	-0.3	1.2	10.5	0.8	-3.9	-6.5	·	0.9	-0.7
Cc1nnc(NC(=O)c2cccc(S(=O)(=O)N3CCOCC3)c2)s1
    0.9	1499	-4.0	-4.5	26.2	0.9	-0.1	·	0.925	0.7	-2.3
Cn1cccc1/C=C1\SC(=O)N(c2ccccc2)C1=O
    0.9	1632	-1.6	4.3	6.0	0.9	-4.6	9.1	-1.01	0.9	5.1
O=C(NCc1ccco1)c1nc2ccccc2s1
    0.9	1329	-4.0	-7.7	12.6	0.9	-8.0	4.6	·	0.9	2.1

Full records as entered above. Screens in order: PMI act hi M6P	SRC2 TRFRET art	PPARg SRC-2 ag	PPARg SRC-3 ag	Diaph inh CS	PMI act	G6PDH counter	S1P3 antagonist	ROMK mod	Diaphorase act	PPARg SRC1 recr
Listed for CCCOc1ccc(C(=O)Nc2ccc(N3CCN(C(C)=O)CC3)cc2)cc1 = 0.9	1438	2.8	10.5	11.3	0.9	-0.1	30.6	·	0.9	2.7
Listed for COc1ccc(OC)c2[nH]c(=O)c(CCNC(=O)Cc3cccs3)cc12 = 0.8	1559	1.9	0.0	15.3	1	12.0	-8.9	0.368	0.8	2.1
Listed for COC(=O)c1cc(OC)c(OC)cc1NC(=O)c1cc(C)on1 = ·	1521	3.4	-3.4	·	·	·	22.2	·	·	-2.5

Following part:
Below each compound – PMI act hi M6P	SRC2 TRFRET art	PPARg SRC-2 ag	PPARg SRC-3 ag	Diaph inh CS	PMI act	G6PDH counter	S1P3 antagonist	ROMK mod	Diaphorase act	PPARg SRC1 recr
CC1(C(=O)N2CC3(CC(c4ccccc4)=NO3)C[C@H]2C(=O)NCC(N)=O)CC1 (some centres undefined)
    0.9	1566	1.7	6.0	16.0	1	2.1	·	-0.213	0.8	10.2
CNC(=O)N(c1ccccc1)c1ccccc1
    0.9	1557	1.6	-5.7	12.3	0.9	2.9	-5.7	·	0.9	1.0
O=C1CC(N2CCN(Cc3ccccc3)CC2)C(=O)N1 (centres undefined)
    1	1553	-3.4	4.6	-1.6	1	0.6	-9.8	-0.0592	1	3.3
COc1ccc(S(=O)(=O)Nc2nnc(Cc3ccc(OC)c(OC)c3)s2)cc1
    ·	1588	12.5	8.3	·	·	15.0	-31.9	0.633	·	0.6
O=C(COC(=O)c1cc[n+]([O-])cc1)Nc1ccc(F)c([N+](=O)[O-])c1
    0.9	1522	-4.3	-2.8	9.1	1	0.1	-5.2	0.0819	0.9	-7.9
O=C(Nc1ccccc1N1CCOCC1)c1cc(-c2ccco2)nc2ccccc12
    1	1639	4.4	13.6	20.9	0.8	0.1	·	1.07	0.8	1.2
COCCCn1c(SCC(=O)c2ccccc2)nc2ccccc2c1=O
    1	1621	5.4	8.2	16.0	1	-2.6	-13.6	-0.277	0.8	5.7
CCn1nnc(NC(=O)c2cccc(-c3cc4ccccc4oc3=O)c2)n1
    1.1	1352	-1.8	-6.6	6.6	1	-15.9	-2.4	·	0.9	2.0
CC1(C)CC(=O)C(C=NCCc2ccc(O)cc2)=C(O)C1
    1	1580	-1.8	2.9	1.0	1	5.4	10.7	·	1	-5.2
CCC/C=C(\CCC)C(NS(=O)(=O)c1cccc2cccnc12)c1ccc(C(=O)OC)cc1 (centres undefined)
    0.9	1449	-9.4	-1.7	26.1	1	11.0	-38.7	1.02	0.7	-0.4
CCNC(=O)c1c(NC(=O)c2cc(-c3cc(C)ccc3O)n[nH]2)sc2c1CCCC2
    1	1594	-5.4	-1.8	3.1	1.1	2.8	9.7	·	1	1.2
OCCNc1nc2ccccc2n1-c1ncnc2sc3c(c12)CCC3
    1	1524	1.2	-0.2	0.2	1	-7.2	·	-1.32	1	3.2
CCN(CC)c1ccc(C2C(C(=O)Nc3ccccn3)=C(C)NC3=C2C(=O)CC(C)(C)C3)cc1 (centres undefined)
    0.9	1446	3.6	4.4	16.7	1	-2.2	-3.3	-0.0015	0.8	5.6
O=Cc1cn[nH]c1-c1ccccc1
    1	1514	-1.6	1.5	-1.1	1	5.0	-0.1	0.703	1	7.5
Cc1ccc(-n2c(SCC(=O)Nc3nccs3)nc3c(c2=O)SCC3)cc1
    1	1277	0.1	-5.8	4.1	0.9	-24.7	·	·	1	3.4
COc1cc(C(=O)O)ccc1OCc1c(C)noc1C
    0.9	1579	3.0	-3.4	12.0	0.9	10.5	·	1.05	0.9	-3.2
CCOC(=O)c1c(O)c2c([nH]c1=O)CCCC2
    1	1455	-0.8	0.7	6.4	1	-0.6	·	0.641	0.9	-0.6
Cc1nn(-c2ccccc2)c2c1C(c1ccncc1)C(C#N)=C(N)O2 (centres undefined)
    1.6	1457	-0.5	5.6	1.7	1.3	-4.0	-38.3	-0.283	1	2.6
O=c1cc(CO)occ1OCc1cccc(C(F)(F)F)c1
    1.1	1569	-7.6	10.2	1.9	1.2	-4.1	·	·	1	0.7
O=C1CCCC(=O)C1=Cc1c[nH]c2ccccc12
    1	1613	-8.4	-7.2	14.7	1	2.5	·	-4.12*	0.9	-6.2
CC1(C)CN=C(N(Cc2ccccc2)C(=O)Nc2ccccc2)S1
    1.1	1763	-6.3	-2.5	-0.1	1	-4.6	-13.7	1.26	1	8.7
CCOC(=O)c1sc(=NC(=O)c2ccc(OC)c(OC)c2)n(C)c1C
    1.1	1525	4.1	0.8	-4.3	1.1	3.5	-54.3	·	1	79.6*
COC(=O)c1ccc2c(c1)nc(C)n2CCO
    1	1531	4.3	-2.9	8.0	1	-5.3	-14.5	·	0.9	3.9
COCCSc1nnc(NS(=O)(=O)c2ccc(C)cc2)s1
    1.1	1542	0.5	1.0	6.8	1	4.6	-12.7	1.1	0.9	4.0

Screening results deposited in PubChem BioAssay by several laboratories.
